# RPL19A TOR yeast – yeast TOR pathway RPL19A-GFP modulation; S. cerevisiae RPL19A-GFP strain, flow cytometry, 3 h; stronger effect = lower value; percent response vs DMSO, % at 10 µM; 330,000 compounds, 0.3% hits; AID 2025;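 active means percent response vs DMSO below 50%; inconclusive means fewer than 70 events counted for the yeast strain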;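 further: median channel GFP fluorescence of the barcoded RPL19A-GFP strain; ratio of sample median GFP to plate DMSO average so 100% = DMSO; lower means less RPL19A-GFP as with rapamycin TOR inhibition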
# procasp7 counter – counter-screen: procaspase-7 (human) activation; AID 463210; recombinant procaspase-7, Ac-DEVD-pNA absorbance 405 nm; D23A/D198A/D206A triple mutant, cannot self-cleave; scale: DMSO 0, 5 µM enzyme 100; activation, % at 8.5 µM; P55210; 330,000 compounds, 0.093% hits;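 active means percent activation above the screen-wide mean plus 3 SD, cut at about 25% in these data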
# Target sequence (P55210 whole entry D23A/D198A/D206A): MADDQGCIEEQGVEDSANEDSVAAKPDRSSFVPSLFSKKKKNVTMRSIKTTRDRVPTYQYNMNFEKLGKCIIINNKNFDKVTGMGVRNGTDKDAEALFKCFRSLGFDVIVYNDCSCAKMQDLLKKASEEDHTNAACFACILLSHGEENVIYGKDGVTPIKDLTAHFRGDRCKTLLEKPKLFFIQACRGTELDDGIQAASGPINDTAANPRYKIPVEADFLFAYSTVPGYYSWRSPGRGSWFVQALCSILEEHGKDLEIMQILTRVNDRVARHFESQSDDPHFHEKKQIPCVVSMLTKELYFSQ
#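 Assay system – Uncleavable procaspase-7 mutant enzyme · Quantity – 2 µM procaspase-7 mutant as dispensed · Times – 1 h preincubation, 2 h reaction · Dosing – single nominal 8.5 µM compound dose, 0.8% DMSO final · Buffer or medium – Zinc-free 50 mM HEPES buffer, pH 7.4, with NaCl and Triton X-100 · Detection – Epi-absorbance of released pNA at 405 nm, two timepoints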
# MEP2 TOR yeast – alters MEP2-GFP fluorescence in TOR pathway yeast screen; GFP response vs DMSO, % at 10 µM; S. cerevisiae MEP2-GFP strain, flow cytometry GFP, 3 h; 100% = DMSO control level; 330,000 compounds, 0.51% hits;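 active means GFP response versus DMSO above a set limit, roughly screen mean plus 3 SD, cut at about 180% in these data; inconclusive means fewer than 70 cells counted for a yeast strain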;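 further: median GFP fluorescence of the barcode-gated MEP2-GFP cells per well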
# procasp3 activ – activators of human procaspase-3. recombinant procaspase-3 D3A, Ac-DEVD-pNA absorbance 405 nm. 330,000 compounds, 0.11% hits. P42574. activation, % at 8.5 µM;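 active means activation above the mean of all tested compounds plus 3 SD, cut at about 21% in these data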;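 further: 0% = DMSO alone and 100% = DMSO wells spiked with extra 5 µM PC-3 D3A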
# Target sequence (P42574 whole entry D9A/D28A/D175A): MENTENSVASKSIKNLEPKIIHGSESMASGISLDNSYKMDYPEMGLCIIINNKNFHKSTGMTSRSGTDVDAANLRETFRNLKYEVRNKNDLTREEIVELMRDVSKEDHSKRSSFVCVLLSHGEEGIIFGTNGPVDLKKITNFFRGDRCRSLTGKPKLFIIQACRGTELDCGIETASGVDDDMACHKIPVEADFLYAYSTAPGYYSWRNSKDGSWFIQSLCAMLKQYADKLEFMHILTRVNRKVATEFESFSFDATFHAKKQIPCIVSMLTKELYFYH
#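 material = Procaspase-3 D3A mutant | probe or stimulus = Ac-DEVD-pNA | compound = single dose, 8.5 µM nominal compound, 0.8% DMSO | timing = 1 h preincubation, 2 h reaction | measured by = 405 nm absorbance of p-nitroaniline, reads at 0 and 120 min | benchmarks = DMSO-only low control, 5 µM PC-3 D3A high control | repeats = singlicate, each compound tested once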
# AGP1-GFP MLPCN – modulators of TOR pathway AGP1-GFP in S. cerevisiae | AID 2066 | 320,000 compounds, 0.02% hits | S. cerevisiae AGP1-GFP multiplex flow cytometry, 3 h; GFP as percent of DMSO wells | GFP response vs DMSO, % at 10 µM;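 active means GFP response relative to DMSO above a set limit, near screen average plus 3 SD, cut at about 150% in these data; inconclusive means fewer than 70 cells counted for the yeast strain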;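 further: median GFP channel fluorescence of the gated AGP1 strain per well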
# LAP4-GFP MLPCN – yeast TOR pathway LAP4-GFP modulation; 320,000 compounds, 0.34% hits; S. cerevisiae LAP4-GFP multiplex, flow cytometry GFP, 3 h; median GFP as percent of DMSO wells; GFP response vs DMSO, % at 10 µM; AID 2023;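 active means GFP response vs DMSO above a set limit, about the screen mean plus 3 SD, cut at about 150% in these data; inconclusive means under 70 cell events counted for the yeast strain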
# AHR act – activators of human aryl hydrocarbon receptor; AHR-responsive luciferase reporter cells, luminescence; P35869; 320,000 compounds, 2.5% hits; activation, % at 5 µM; AID 2796; in the data active means activation above about 47%;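 further: 0% = vehicle wells and 100% = reference agonist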
# CIT2-GFP yeast – alters CIT2-GFP fluorescence in TOR pathway yeast screen. S. cerevisiae CIT2-GFP strain, flow cytometry, 3 h; 100 means same as DMSO wells. GFP response vs DMSO, % at 10 µM. 320,000 compounds, 0.065% hits. AID 2029;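 active means GFP response relative to DMSO above a set limit, near the screen mean plus 3 SD, cut at about 150% in these data; inconclusive means Fewer than 70 cells measured for a yeast strain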;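 further: ratio of well median GFP fluorescence to mean of DMSO wells on the plate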
# * = called active by the depositor; ? = inconclusive; / = not tested or not shown; [ ] = another dose, or the depositor's remark.
SMILES,RPL19A TOR yeast,procasp7 counter,MEP2 TOR yeast,procasp3 activ,AGP1-GFP MLPCN,LAP4-GFP MLPCN,AHR act,CIT2-GFP yeast
Cc1ccc(C)c(NC(=O)C(c2ccccc2)N2CCN(CC(=O)N3CCOCC3)CC2)c1 (configuration not stated),107.8,7.5,103.5,-6.5,107.7,105.6,9.4,103.3
Cc1ccc(C2=N/C(=C\c3cccc(F)c3)C(=O)O2)cc1,104.1,-3.6,99.1,-2.9,98.7,92.2,-1.3,104.1
CN1C(=O)c2ccccc2C(C(=O)O)C1c1cccc(Cl)c1 (configuration not stated),102.5,7.0,81.8,11.2,99.6,90.2,-0.8,117.5
Cc1oc(-c2cccc(F)c2)nc1CN(Cc1ccccc1)C[C@@H]1CCC(=O)N1,103.9,-12.2,99.5,11.5,100.1,90.9,4.8,109.1
O=C(/C=C/c1ccc(N2CCOCC2)cc1)c1ccccc1,97.3,-16.9,100.3,-4.1,86.0,109.4,2.0,91.7
Clc1ccccc1CSc1nnc(-c2ccco2)c(-c2ccco2)n1,100.7,-39.5,106.3,-12.2,101.8,186.2*,1.0,94.1
[N-]=[N+]=CC(=O)CCCN1C(=O)c2ccccc2C1=O,99.4,3.1,96.2,1.1,94.2,94.3,0.5,94.8
N#CCCn1c(SCC(=O)N2CCN(S(=O)(=O)c3ccccc3)CC2)nc2ccccc21,99.0,-1.6,107.5,-8.9,97.5,94.4,1.1,96.5
COc1ccc(C2=NS(=O)(=O)N(C)C(C(=O)NC(C)c3ccccc3)=C2)cc1 (configuration not stated),102.6,-2.4,86.4,-0.1,97.3,83.4,1.2,97.5
CN(C)S(=O)(=O)c1cccc(NC(=O)c2cccc(S(=O)(=O)N3CCCCC3)c2)c1,97.5,4.4,98.2,5.7,114.4,112.8,8.1,97.7
Fc1ccc2[nH]c3c(N4CCN(C5CCCCC5)CC4)ncnc3c2c1,89.4,7.7,93.1,1.1,90.3,89.0,13.2,91.5
Cc1c(Br)c([N+](=O)[O-])nn1C(C)C(=O)N1CCCc2ccccc21 (configuration not stated),92.8,9.9,101.5,0.1,97.9,99.5,3.4,101.1
O=C(CCCOc1ccccc1)Nc1cccc(S(=O)(=O)N2CCOCC2)c1,97.1,9.9,105.2,1.6,101.3,87.9,0.0,114.8
O=c1c2ccc(Cl)cc2nc(-c2ccc([N+](=O)[O-])cc2)n1O,91.5,0.5,74.2,5.3,87.6,144.2,1.3,74.0
Cc1ccc(/C=C2\SC(=S)N(CCCC(=O)NC3CCCC3)C2=O)cc1,105.2,-4.6,80.7,-0.2,98.5,68.9,-7.8,118.7
CCn1c(SCC(=O)n2nc(C)cc2C)nnc1-c1ccc2c(c1)OCO2,97.5,-6.0,99.5,-3.2,98.6,103.1,2.9,96.8
Cc1cc(C)c2oc(-c3cccc(N)c3)nc2c1,107.4,-14.2,108.8,5.8,105.1,93.9,79.4*,107.3
CCN1CCN(C(=O)c2ccc(CS(=O)(=O)Cc3ccccc3C)o2)CC1,96.8,1.6,91.2,3.2,95.1,91.6,0.8,91.1
Cc1ccsc1C(=O)Nc1ccc(OCc2ccccc2)cc1,97.7,5.3,106.6,-8.2,100.9,111.9,-5.0,97.6
S=C(NCc1cccnc1)Nc1ccc(Oc2ccc(Cl)cc2)cc1,97.5,-3.3,106.5,-1.7,100.1,110.2,2.6,98.2
CC1=[N+](C)N(c2ccccc2)C(=O)C1N=Cc1c(Cl)cccc1Cl (configuration not stated),102.4,2.0,103.9,-5.2,100.1,98.8,0.6,90.5
O=C(NCC1OCCCN1S(=O)(=O)c1cc(F)ccc1F)C(=O)NC1CCCCC1 (configuration not stated),103.7,-10.2,96.3,-5.2,95.7,88.8,1.0,100.1
CCOC(=O)C1CCCN(C(=O)c2ccc(Cl)c(S(=O)(=O)N3CCCCCC3)c2)C1 (configuration not stated),93.9,4.3,88.8,0.9,97.6,97.0,0.5,93.2
CCOC(=O)[C@@H]1[C@H]2COc3cc(OC)ccc3[C@H]2N2C(=O)N(c3cccc(C)c3)C(=O)[C@]12C,96.8,5.5,93.2,5.3,95.1,98.2,-0.6,93.5
COc1ccccc1CNC(=O)C1CCN(S(C)(=O)=O)CC1,90.4[may fluoresce violet],-13.2,109.6[may fluoresce violet],-1.8,27.4[may fluoresce violet],88.2[may fluoresce violet],0.5,?
N/C(CSc1nc(-c2ccccc2)c(-c2ccccc2)o1)=N\O,99.7,3.2,99.8,-0.2,96.7,97.4,2.2,100.4
CC(CN(C)C)CN1c2ccccc2Sc2ccccc21 (configuration not stated),101.8,-4.1,97.9,-0.4,99.2,101.5,0.5,102.1
O=C(C1=C[C@H](c2ccc(C(F)(F)F)cc2)C[C@H](OCc2ccc(CO)cc2)O1)N1CCN(Cc2ccc3c(c2)OCO3)CC1,103.4,-1.2,96.7,5.9,89.0,123.4,-1.4,110.3
CCN(CC)C(=O)CSc1nsc(SCC(=O)N(CC)CC)c1C#N,102.7,0.5,101.0,-5.7,100.9,95.1,-2.2,97.0
CN1C(C(=O)NCc2ccco2)CC2Cn3c(nc4cc5ccccc5cc43)C21 (configuration not stated),97.0,-9.5,96.1,-4.1,98.8,94.4,6.8,97.8
O=C(COc1ccccc1Cl)NCCNC(=O)c1cccnc1,101.8,-7.8,103.2,-8.5,98.5,94.0,12.5,115.6
COc1cc(CN2CCC(n3nccc3NC(=O)CCCc3ccccc3)CC2)ccc1F,86.3,4.8,88.3,-0.2,87.0,90.6,0.6,86.9
CCN(C(=O)CSc1n[nH]c(-c2cccs2)n1)C1CCS(=O)(=O)C1 (configuration not stated),95.4,7.4,98.7,3.5,97.2,95.7,6.1,92.7
Cc1nc(C(=O)N(C)C)nn1-c1cc(Cl)cc(Cl)c1,101.9,11.0,101.0,-0.9,105.5,96.3,-0.9,108.5
Cc1ccc(S(=O)(=O)NCC(=O)NCC(=O)OC(C(=O)NC(N)=O)C(C)C)cc1C (configuration not stated),102.5,-2.4,103.5,-3.1,108.9,107.0,0.7,103.0
COc1ccc(CCN(C)C(=O)c2oc3ccccc3c2C)cc1OC,93.8,-2.8,98.3,13.7,102.6,105.9,19.8,98.9
Cn1c(=O)[nH]c(=O)c2c1nc(CN1CCN(c3cccc(Cl)c3)CC1)n2CCc1ccccc1,97.7,-5.9,102.9,-3.5,93.8,99.2,1.2,93.5
COCCCn1cc(C(=O)c2cc(OC)ccc2OCC(=O)N2CCCCC2C)cc(C#N)c1=O (configuration not stated),93.0,14.8,101.7,1.7,96.2,98.4,0.2,97.1
NNC(=O)c1cccn(Cc2ccc(Cl)cc2Cl)c1=O,103.8,-3.3,98.8,2.6,107.0,101.4,4.5,95.5
O=C(Nc1ccc(Cn2cccn2)cc1)c1ccc(COc2ccc(Br)cc2)cc1,100.3,2.0,104.7,-4.4,104.3,98.7,0.1,99.5
O=C(CCCOc1ccccc1)Nc1ccncc1,89.4,-1.4,90.3,-4.4,/,89.5,-0.2,87.4
Nc1c(N2CCCC2)cc(Cl)c2nonc12,113.3,-12.8,96.6,1.4,106.6,112.5,0.8,98.0
COc1ccccc1Oc1coc2cc(OC(=O)N3CCOCC3)ccc2c1=O,107.9,9.9,102.8,-3.0,105.6,103.5,1.9,105.6
CCC1(C)NC(=O)N(/N=C/c2cc(OC)c(O)c(OC)c2)C1=O (configuration not stated),101.4,3.7,102.8,-2.5,96.8,88.6,-1.2,107.1
CCN(/N=C/C=C/c1ccccc1)c1cc(=O)n(C)c(=O)[nH]1,103.9,1.2,103.4,-0.8,100.1,92.7,132.1*,98.8
O=C(CNc1ccc2ccccc2c1)N/N=C/C=C/c1cccc([N+](=O)[O-])c1,98.9,-3.0,94.4,1.8,96.4,96.5,7.9,101.0
O=C(NCCc1ccccn1)c1n[nH]c(=O)c2ccccc12,101.9,11.1,101.7,4.0,105.6,96.8,7.4,101.3
Cc1ccccc1C(=O)NC(CC(C)C)C(=O)OCc1cc(=O)n2cc(Br)ccc2n1 (configuration not stated),98.8,14.0,100.5,4.1,95.3,87.0,-1.2,105.5
CC/C(C)=N/NC(=S)NCc1ccco1,105.9,-1.1,106.7,-2.9,102.8,103.5,14.8,101.0
O=C(COc1cccc(NC(=O)c2ccccc2)c1)c1ccc(F)cc1,106.5,0.0,96.2,3.6,89.8,79.0,7.9,117.3

# Part of the list above in order of molecular weight, low to high.
SMILES,RPL19A TOR yeast,procasp7 counter,MEP2 TOR yeast,procasp3 activ,AGP1-GFP MLPCN,LAP4-GFP MLPCN,AHR act,CIT2-GFP yeast
CC/C(C)=N/NC(=S)NCc1ccco1,105.9,-1.1,106.7,-2.9,102.8,103.5,14.8,101.0
Nc1c(N2CCCC2)cc(Cl)c2nonc12,113.3,-12.8,96.6,1.4,106.6,112.5,0.8,98.0
O=C(CCCOc1ccccc1)Nc1ccncc1,89.4,-1.4,90.3,-4.4,/,89.5,-0.2,87.4
CCN(/N=C/C=C/c1ccccc1)c1cc(=O)n(C)c(=O)[nH]1,103.9,1.2,103.4,-0.8,100.1,92.7,132.1*,98.8
NNC(=O)c1cccn(Cc2ccc(Cl)cc2Cl)c1=O,103.8,-3.3,98.8,2.6,107.0,101.4,4.5,95.5
O=C(COc1cccc(NC(=O)c2ccccc2)c1)c1ccc(F)cc1,106.5,0.0,96.2,3.6,89.8,79.0,7.9,117.3
COc1ccccc1Oc1coc2cc(OC(=O)N3CCOCC3)ccc2c1=O,107.9,9.9,102.8,-3.0,105.6,103.5,1.9,105.6
O=C(Nc1ccc(Cn2cccn2)cc1)c1ccc(COc2ccc(Br)cc2)cc1,100.3,2.0,104.7,-4.4,104.3,98.7,0.1,99.5
COCCCn1cc(C(=O)c2cc(OC)ccc2OCC(=O)N2CCCCC2C)cc(C#N)c1=O (configuration not stated),93.0,14.8,101.7,1.7,96.2,98.4,0.2,97.1
Cc1ccccc1C(=O)NC(CC(C)C)C(=O)OCc1cc(=O)n2cc(Br)ccc2n1 (configuration not stated),98.8,14.0,100.5,4.1,95.3,87.0,-1.2,105.5

# Bioassay records deposited in PubChem BioAssay by several laboratories.
